TTR transcr act – TTR transcription activators in neuroblastoma reporter cells, primary screen, cell-based, luminescence, SH-SY5Y, TTR promoter Gaussia luciferase | activation, % at 16.7 µM | 100% = recombinant luciferase protein wells | actives 1.3% (n = 92,000);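 active = activation above the mean of all tested compounds plus 3 SD, cut at about 9.5% in these data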;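 note: cells exposed to compounds for one day before reading; 0% = median of all test compound wells on the plate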
* = called active by the depositor. Some of the compounds tested; the hit share may differ from the screen's.

SMILES	TTR transcr act
Cc1ccc(C)c(N(CC(=O)N2CCCCCC2)S(C)(=O)=O)c1	-0.6
CC(C)N1CC(O)=C(c2nc3ccccc3c(=O)[nH]2)C1=N	1.3
COCCN(C(=O)c1ccccc1OC1CCN(S(C)(=O)=O)CC1)C(C)C	4.6
Cn1c(=O)c2cc(S(=O)(=O)NCCC(=O)NCCc3ccc(Cl)cc3)ccc2n(C)c1=O	1.0
CC(C)(C)S(=O)N1Cc2cc(C(=O)N3CCOCC3)nc(-c3cccc(Br)c3)c2[C@@H]1CCO (stereo not given in full)	1.6
COc1ccccc1N=C1SC(C(=O)Nc2cccc(Cl)c2Cl)C(N)=C1C(N)=O (stereo not given)	3.1
CC(C)NS(=O)(=O)c1ccc(CCC(=O)NCc2ccco2)cc1	-2.1
O=C(O)C1=CC[C@@H](c2ccc(Cl)cc2)N(S(=O)(=O)c2ccc(Cl)cc2)[C@H]1c1cccc(Cl)c1	-2.3
O=C(NCC1CCCO1)C1CCN(C(=O)c2ccc(Br)cc2)CC1 (stereo not given)	1.5
O=C(CSc1nnc(-c2cccnc2)n1C1CCCCC1)NC1CCCCC1	1.2
CC1=NN(C(=O)c2ccccc2F)C(O)(c2ccc(Cl)cc2)C1 (stereo not given)	0.6
COc1cc(C(=O)N2CCN(CCCc3ccccc3)CC2)cc(OC)c1OC	-1.7
CCOC(=O)C1CCN(CC(=O)N2C(C)CCCC2C)CC1 (stereo not given)	0.1
CCOc1ncccc1C(=O)N1CCN(c2cccc(C)c2C)CC1	-2.2
CC(=O)Nc1cccc(-c2ccnc3c2CC(C)(C(=O)Nc2cccnc2)O3)c1 (stereo not given)	2.2
COC(=O)C(C)NC(=O)C12CC3CC(CC(C3)C1)C2 (stereo not given)	8.7
Cc1ccccc1NC(=O)c1ccc(CN2CCC(Cc3ccccc3)CC2)cc1	1.4
CC(=O)N1C[C@H]2CON(C)[C@H]2C[C@H]1c1ccc(-c2cccnc2)cc1	0.8
COc1ccc(CCNC(=O)CS(=O)(=O)c2cn(CC(=O)N(C(C)C)C(C)C)c3ccccc23)cc1OC	4.7
CCC(C)NC(=O)CNS(=O)(=O)c1ccc(C)cc1 (stereo not given)	1.0
CC(=O)Nc1cccc(C(=O)/C=C/c2ccc[nH]2)c1	-0.3
COc1ccc(CC(=O)N(C)CC(=O)Nc2ccccc2Cl)cc1S(=O)(=O)N1CCOCC1	2.0
CCOC(=O)CSc1nc(C)cc(C)c1C(N)=O	-0.5
NC12NC(=O)C3(O)C4C5CC(C6C5C3C61)C42 (stereo not given)	0.5
Cc1ccc(C(C)C)c(OCC(=O)NN2C(=O)c3ccccc3C2=O)c1	-2.8
CC(=O)N1CCN(S(=O)(=O)c2ccc(S(=O)(=O)NC3CCCCC3)cc2)CC1	0.3
O=C(COC(=O)c1ccccc1)Nc1cc(Cl)ccc1Oc1ccccc1	-0.7
Nc1nonc1-n1nnc(C(=O)N/N=C/c2cccc(Cl)c2)c1CN1CCCCCC1	1.1
COCCCNCCCCOc1ccc(OCc2ccccc2)cc1	34*
N#Cc1sc2nc(-c3cccs3)cc(-c3ccccc3)c2c1N	-1.6
Cc1cccn2c(=O)c3cc(C(=O)NC(C)C)c(=N)n(Cc4ccncc4)c3nc12	3.1
O=[N+]([O-])c1ccc(Oc2ccc(S(=O)(=O)N3CCOCC3)cc2)cc1	-3.1
COc1cccc2c1C1(O)C2CCCCCCCCCC12OCCCO2 (stereo not given)	-0.8
CC(C)OCC(O)CN1CCN(C(c2ccccc2)c2ccccc2)CC1 (stereo not given)	-3.6
c1ccc(N2CCN(c3ccccc3)C2c2cccnc2)cc1	-0.4
COC(=O)C1=C(C(=O)OC)[C@@]2([C@@H](Cc3ccc(C)cc3)Nc3ccccc3)C=C[C@@H]1O2	-6.7

Sorted by molecular weight (descending): 7 of the compounds above.
SMILES	TTR transcr act
COc1ccc(CCNC(=O)CS(=O)(=O)c2cn(CC(=O)N(C(C)C)C(C)C)c3ccccc23)cc1OC	4.7
COc1ccc(CC(=O)N(C)CC(=O)Nc2ccccc2Cl)cc1S(=O)(=O)N1CCOCC1	2.0
COc1ccccc1N=C1SC(C(=O)Nc2cccc(Cl)c2Cl)C(N)=C1C(N)=O (stereo not given)	3.1
COC(=O)C1=C(C(=O)OC)[C@@]2([C@@H](Cc3ccc(C)cc3)Nc3ccccc3)C=C[C@@H]1O2	-6.7
Cc1cccn2c(=O)c3cc(C(=O)NC(C)C)c(=N)n(Cc4ccncc4)c3nc12	3.1
CCOC(=O)C1CCN(CC(=O)N2C(C)CCCC2C)CC1 (stereo not given)	0.1
CC(C)N1CC(O)=C(c2nc3ccccc3c(=O)[nH]2)C1=N	1.3

Going on with the list.
SMILES	TTR transcr act
COC(=O)c1ccccc1Oc1ccc(NC(=O)C(C)(C)CCl)cc1	0.8
O=C(CSc1ccc2c(c1)OCCO2)Nc1ncc(Cl)cc1Cl	-1.0
Cc1cc(C)n(-c2ccc(C)c(Cl)c2)n1	-1.3
CCOC(=O)[C@H]1[C@H]2COc3cc(OC)ccc3[C@@H]2N2C(=O)N(c3cccc(F)c3)C(=O)[C@@]12C	1.5
CCCCC(=O)Nc1ccc(NC(=O)c2ccco2)cn1	5.3
Cc1cc(NC(=O)c2ccccc2F)on1	0.6
Brc1ccc(-c2csc(N/N=C/c3cccnc3)n2)cc1	-5.0
CCn1c(-c2ccco2)nc2ccccc21	0.5
Cc1cccc(N2CCN(C(=O)CSc3ccsc3[N+](=O)[O-])CC2C)c1 (stereo not given)	3.4
CN1C(=O)C(C)(C)c2cc(S(=O)(=O)N3CCC(C(=O)NCc4ccccc4Cl)CC3)ccc21	-3.1
COc1cccc(-c2cc(C(=O)NC3CCCC3)c3ccccc3n2)c1	0.2
COc1ccc(NC(=O)Nc2cnccn2)cc1	-0.8

Compounds shown so far containing an aryl methoxy group (eight):
SMILES	TTR transcr act
COc1ccccc1N=C1SC(C(=O)Nc2cccc(Cl)c2Cl)C(N)=C1C(N)=O (stereo not given)	3.1
COc1cc(C(=O)N2CCN(CCCc3ccccc3)CC2)cc(OC)c1OC	-1.7
COc1ccc(CCNC(=O)CS(=O)(=O)c2cn(CC(=O)N(C(C)C)C(C)C)c3ccccc23)cc1OC	4.7
COc1ccc(CC(=O)N(C)CC(=O)Nc2ccccc2Cl)cc1S(=O)(=O)N1CCOCC1	2.0
COc1cccc2c1C1(O)C2CCCCCCCCCC12OCCCO2 (stereo not given)	-0.8
CCOC(=O)[C@H]1[C@H]2COc3cc(OC)ccc3[C@@H]2N2C(=O)N(c3cccc(F)c3)C(=O)[C@@]12C	1.5
COc1cccc(-c2cc(C(=O)NC3CCCC3)c3ccccc3n2)c1	0.2
COc1ccc(NC(=O)Nc2cnccn2)cc1	-0.8

Remaining list, next part:
SMILES	TTR transcr act
COc1ccc(Oc2c(OC)cc([N+](=O)[O-])c3ncccc23)cc1	0.0
CC(C)C(OC(=O)c1nsc(Cl)c1Cl)C(=O)NC1CCCCC1 (stereo not given)	3.8
COC(=O)C(C[N+](=O)[O-])C1=C(O)CC(C)(C)CC1=O (stereo not given)	0.2
Cc1nnc(OCc2nc3ccccc3n2C)c2ccccc12	-0.2
COc1ccc(C(c2nnnn2CS(=O)(=O)c2ccc(C)cc2)N2CCN(c3ncccn3)CC2)cc1 (stereo not given)	0.1
CC[n+]1c(/C=C/Nc2ccccc2)sc2ccccc21	1.5
N=C1C(c2nc3ccccc3[nH]2)=C(O)CN1c1ccc(CC(=O)O)cc1	0.0
O=C(c1ccc(F)cc1)N1CCN(C(=O)c2ccc([N+](=O)[O-])cc2)CC1	0.9
Nc1ccc(CSc2ccc(Cl)cc2)cc1	-1.5
CCN(CC)C(=O)[C@H]1C[C@H](CC(=O)NC/C=C(\C)CCC=C(C)C)C(=O)N2CCc3c([nH]c4cc(-c5ccco5)ccc34)[C@]12C	-3.9
NNC(=O)COc1cccc(C(F)(F)F)c1	8.8
Cc1cc(/C=C(\C#N)C(=O)OCC(=O)NC(=O)NC(C)(C)C)c(C)n1CCC(C)C	8.9
COC(=O)C1=C(N)N(c2ccc(F)cc2)C2=C(C(=O)CCC2)C1c1ccc2c(c1)OCO2 (stereo not given)	0.9
O=C1CCC[C@H]2Cc3nc4cc5c(cc4cc3C[C@]23CCCN13)OCO5	2.8
Cc1cccc(Nc2nc(-c3ccccn3)cs2)n1	-2.2
CSc1nc(SCc2ccccc2)[nH]c(=O)n1	-0.9
CCOc1ccc(C2C(C(N)=O)=C(C)Nc3ncnn32)cc1OC (stereo not given)	3.1
Cc1cccc(Oc2nc(-c3ccccc3)cc(C)c2S(C)(=O)=O)c1C	12*
CCOC(=O)Cc1ncccc1C(=O)Nc1ccc(OC(F)(F)F)cc1	-1.3
Cn1ncc(Br)c1C(=O)N1CCCCCC1	0.0
COc1cc(C)c(NC(=S)Nc2cccc(Cl)c2C)cc1OC	-0.4
Fc1cccc(Cl)c1Cn1nnc2c(NCc3ccncc3)ncnc21	3.6
Cc1ccc(C)c(N2CCN(C(=O)C3CCCCN3S(=O)(=O)c3ccc(F)cc3)CC2)c1 (stereo not given)	0.1
COc1ccc(CCNC(=S)N2CCC(C(=O)c3ccc(F)cc3)CC2)cc1OC	-4.5
Cn1cc(C(=O)NCCN2CCN(c3cccc(Cl)c3)CC2)c2c3ccccc3n(C)c2c1=O	-0.9
Cc1cc(C)c(NC(=O)COC(=O)CCc2ccc(S(=O)(=O)N3CCCCC3)cc2)c(C)c1	0.1
CCOC(=O)c1c(NC(=O)CSc2nnc(Cc3ccccc3)o2)sc(C(C)=O)c1C	-2.6
O=C(O)C1(P(=O)(c2ccc(Cl)cc2)c2ccc(Cl)cc2)CCCC1	-0.2
Nc1ccc(CN2CCCCCC2)cc1	-0.3
CC(=O)c1ccccc1OC(=O)c1c(F)cccc1F	0.1
O=C(O)c1ccccc1C(=O)NNc1ccc(Cl)cc1	-0.6
O=C1C=C(N2CCCCCC2)C(=O)N1c1ccc(Cl)cc1	-0.4
COc1ccc(S(=O)(=O)N2CCCCCC2)cc1C(=O)OCc1c(C)noc1C	0.6
CC1CCN(C(=O)c2ccc(COc3ccccc3Cl)o2)CC1	-3.5
CS(=O)(=O)N1CCN(C(=O)Cc2ccc([N+](=O)[O-])cc2)CC1	-1.1
O=C1NC(Cc2ccccc2)c2nc3ccc(F)cc3c(=O)n2-c2ncccc21 (stereo not given)	-1.5
O=C(O)CC(Cc1ccc(Cl)cc1)C(=O)NCc1ccccc1 (stereo not given)	0.8
CCCC(C(=O)NC(C)(C)C)N(C(=O)c1snc(C(N)=O)c1N)c1ccc2c(c1)OCCO2 (stereo not given)	-0.3
O=S(=O)(NCc1c(Cl)cccc1Oc1ccccc1)c1ccccc1	0.9
COc1ccc(C2=NCCn3c2c2ccc(C(F)(F)F)cc2[n+]3[O-])cc1	3.8
CCCC1OC23CCCCC2C(C#N)(C#N)C1(C#N)C(=N)O3 (stereo not given)	-0.2
O=C(COC(=O)c1ccc(-c2nnc(-c3ccccc3)o2)cc1)c1ccccc1	2.8
CCc1sc(C(=O)Nc2nc(C)cs2)cc1C	-0.4
CN(C)S(=O)(=O)c1cccc(NC(=O)c2cc(=O)[nH]c3ccccc23)c1	1.3
COc1cccc2sc(/N=C/N(C)C)nc12	-1.1
CCc1sc(C(=O)NC)cc1Br	0.5
Cc1ccc(S(=O)(=O)NNC(=O)c2sc(NS(=O)(=O)c3ccccc3)nc2C)cc1	0.2
CC1CN(C(=O)c2cccs2)CC(C)O1 (stereo not given)	0.5
CCCCNC(=O)c1cc(C)nn1-c1ccccc1	-0.8
Cc1nnc2c(-c3ccccc3)nc3ccccc3n12	-0.4
Cc1ccc(C)c2[nH]c(=O)c(CCNC(=O)Cc3cccs3)cc12	0.9
CCCOC(=O)C1NC(=O)N2C(C(=O)OCCC)C(C)(C)S[C@H]12 (stereo not given in full)	-1.3
CCOc1ccc(NC(=O)N2CCC(n3nnc4ccccc43)CC2)cc1	-1.0
COc1cc(CC(NC(C)=O)C(=O)NC2CCN(C(=O)C3CC3)CC2)cc(OC)c1 (stereo not given)	1.8
Cc1ccc(S(=O)(=O)N2CCN(C(=O)c3ccc([N+](=O)[O-])cc3)C2)cc1	0.8
Cc1cc2c(cc1C)N(C(=O)CSc1nncn1C)C(C)(C)c1ssc(=S)c1-2	6.9
CC(c1ccc2ccccc2c1)c1ccccc1C(=O)O (stereo not given)	0.6
CCn1c(=O)[nH]c(=O)c2c(N)c(C(=O)c3cc(F)ccc3F)sc21	-0.9
c1ccc(-c2c[nH]c(-c3ccccc3)c2)cc1	-1.9
COCCCNC(=O)CSC1=Nc2ccccc2C2=NC(CC(=O)NCc3ccccc3)C(=O)N12 (stereo not given)	3.1
Additional results follow:
SMILES	TTR transcr act
C[C@@H]1CN([C@@H](C)CO)C(=O)CCCn2nncc2CO[C@@H]1CN(C)C(=O)Nc1cccc2ccccc12	0.4
Cc1oc2c(C)c3oc(=O)c(CC(=O)N[C@@H](CC(C)C)C(=O)N[C@@H](Cc4ccccc4)C(=O)O)c(C)c3cc2c1C	0.5
CC1CCCCC12NC(=O)N(CC(=O)OCc1c(F)cccc1Cl)C2=O (stereo not given)	0.2
CCN(CC)C(=O)c1sc2nc(-c3ccc(OC)cc3)cn2c1C	1.3
O=C(N/N=C/c1ccco1)c1cc(-c2cccc(Br)c2)nc2ccccc12	-3.1
Cc1cccc(NC(=O)CSCC(=O)N(C)Cc2c(F)cccc2Cl)c1	-0.6
COc1ccc(COc2cccc(C=O)c2)cc1	3.2
CCC(O)c1nc2ccccc2n1CCc1ccccc1 (stereo not given)	0.7
COc1ccc(NC(=O)C2CCC(CNC(=O)[C@@H]3Cc4ccccc4CN3)CC2)cc1 (stereo not given in full)	-1.6
CCCCN(CCCC)Cc1cc(=O)oc2ccc3ccccc3c12	1.4
Cc1cccc(NC(=O)c2c(O)c3ccccc3n(C)c2=O)c1	0.2
COc1cc([N+](=O)[O-])cc(/C=N/NC(=O)Cn2nc(C)cc2C)c1O	-1.3
CN(CC(=O)NCc1ccco1)CC(=O)Nc1c(Cl)cccc1Cl	-1.5
O=C(CSc1nnc(NC(=O)c2ccc(F)cc2F)s1)NC1CC1	-0.1
COCOc1ccc(C2CC(=O)c3c(OCOC)cc(OCOC)cc3O2)cc1 (stereo not given)	1.9
O=c1cc(C=NNc2ccc([N+](=O)[O-])cc2)[nH]c(=O)[nH]1	0.2
O=C(c1cc(-c2ccccn2)nc2c(Cl)cccc12)N1CCN(C(=O)C2CCCO2)CC1 (stereo not given)	0.0

Screening data from PubChem.
